# Screening data deposited in PubChem by National Center for Advancing Translational Sciences (NCATS).
# PLK1 PBD block – inhibitors of human PLK1 polo-box domain binding; Plk1 PBD binding of FITC phosphopeptide, fluorescence polarization; P53350; 360,000 tested, 2.8% active; Potency, µM, for inactives: max response, negative = inhibition, actives largely listed as inhibitors; further: potency means the concentration at half of the fitted maximal effect; series mostly up to about 57 µM; on the % scale 0 is the no-effect control and ±100 the full control effect; nearly all actives have a fitted effect of over 65% in size
# EPAC2 antagonist – blocks human EPAC2 exchange factor | Q8WZA2 | EPAC2 GEF exchange of Rap1B-BODIPY-GDP, fluorescence | Potency, µM (series often up to 114 µM), inactives show top-dose activity, negative = inhibition, hits mostly inhibitors | 360,000 tested, 0.18% active | AID 720708; further: potency means the concentration at half of the fitted maximal effect; on the % scale 0 is the no-effect control and ±100 the full control effect; nearly all actives have a fitted effect of over 45% in size; many of its hits are not listed in these tables
# WRN inhibitor – inhibitors of human WRN helicase | Q14191 | AID 651768 | Potency, µM (series often up to 114 µM), without a hit: at the highest dose activity change, negative = inhibition, actives largely listed as inhibitors | WRN helicase unwinding, fluorescent forked duplex, kinetic | 360,000 tested, 0.46% active; further: potency means the concentration at half of the fitted maximal effect; on the % scale 0 is the no-effect control and ±100 the full control effect; nearly all actives have a fitted effect of over 55% in size
# Target sequence (Q14191 whole entry, looked up): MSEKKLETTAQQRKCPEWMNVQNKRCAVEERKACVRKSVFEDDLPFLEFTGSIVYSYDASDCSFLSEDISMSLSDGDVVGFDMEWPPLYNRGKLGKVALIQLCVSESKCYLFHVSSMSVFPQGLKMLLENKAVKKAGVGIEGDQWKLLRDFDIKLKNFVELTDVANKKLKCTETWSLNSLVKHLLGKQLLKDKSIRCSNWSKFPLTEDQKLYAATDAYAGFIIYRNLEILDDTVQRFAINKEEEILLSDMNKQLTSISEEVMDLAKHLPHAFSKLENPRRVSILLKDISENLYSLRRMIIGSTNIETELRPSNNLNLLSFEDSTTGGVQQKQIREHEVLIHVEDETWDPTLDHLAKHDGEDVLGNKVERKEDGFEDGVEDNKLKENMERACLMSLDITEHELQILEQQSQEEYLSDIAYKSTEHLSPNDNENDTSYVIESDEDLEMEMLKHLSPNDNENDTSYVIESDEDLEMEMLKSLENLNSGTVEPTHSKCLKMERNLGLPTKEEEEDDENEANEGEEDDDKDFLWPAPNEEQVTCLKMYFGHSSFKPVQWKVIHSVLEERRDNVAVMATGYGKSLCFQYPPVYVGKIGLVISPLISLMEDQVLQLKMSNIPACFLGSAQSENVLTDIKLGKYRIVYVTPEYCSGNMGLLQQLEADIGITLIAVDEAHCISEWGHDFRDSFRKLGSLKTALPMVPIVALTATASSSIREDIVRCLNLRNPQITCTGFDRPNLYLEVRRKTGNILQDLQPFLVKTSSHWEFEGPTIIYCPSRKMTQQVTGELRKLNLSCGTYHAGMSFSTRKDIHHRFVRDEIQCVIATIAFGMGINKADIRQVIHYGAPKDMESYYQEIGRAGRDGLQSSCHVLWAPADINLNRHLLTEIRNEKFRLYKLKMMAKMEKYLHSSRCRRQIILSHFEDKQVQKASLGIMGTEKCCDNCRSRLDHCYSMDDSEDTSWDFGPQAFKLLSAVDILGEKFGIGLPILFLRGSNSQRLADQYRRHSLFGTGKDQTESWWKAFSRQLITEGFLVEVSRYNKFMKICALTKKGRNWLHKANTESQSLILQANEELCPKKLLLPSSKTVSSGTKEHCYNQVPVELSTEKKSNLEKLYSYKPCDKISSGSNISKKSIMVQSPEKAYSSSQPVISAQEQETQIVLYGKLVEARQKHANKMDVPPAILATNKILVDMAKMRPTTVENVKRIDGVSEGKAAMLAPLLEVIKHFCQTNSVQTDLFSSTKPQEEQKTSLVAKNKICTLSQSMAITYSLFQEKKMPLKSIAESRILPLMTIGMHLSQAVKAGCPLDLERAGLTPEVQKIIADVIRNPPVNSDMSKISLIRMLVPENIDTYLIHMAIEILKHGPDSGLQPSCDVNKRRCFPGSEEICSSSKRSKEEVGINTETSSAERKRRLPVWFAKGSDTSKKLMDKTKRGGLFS
#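 WRN at 20 nM final preincubated with compound 15 min at room temperature; reaction started with 100 nM fluorophore/quencher forked duplex oligonucleotide and 2 mM ATP final. Unwinding followed kinetically by red fluorescence (ex 525, em 598 nm).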
# EPAC1 agonist – agonists of human EPAC1; Potency, µM (highest dose often 154 µM), inactives show at the top dose activation, most hits filed as activators; EPAC1 agonist qHTS, biochemical assay; response scale: 100% = response to 6.5 mM cAMP; 360,000 tested, 0.073% active; further: potency means the concentration at half of the fitted maximal effect; nearly all actives have a fitted effect of over 60% in size
#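 Normalized to 6.5 mM cAMP, activity reflects EPAC1-catalysed release of BODIPY-GDP from Rap1B, followed kinetically over 30 min at 480 nm excitation, 540 nm emission. Reaction contained 100 nM EPAC1, 250 nM Rap1B-BODIPY-GDP, 50 uM GDP.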
# MmCpn inh – blocks the Methanococcus maripaludis chaperonin Mm-Cpn | AID 504842 | 330,000 tested, 0.031% active | purified Mm-Cpn ATPase, ADP Transcreener TR-FRET | Potency, µM (doses to about 76.9 µM), for inactives: at the highest dose activity, negative = inhibition, most hits filed as inhibitors; further: potency means the concentration at half of the fitted maximal effect; on the % scale 0 is the no-effect control and ±100 the full control effect; nearly all actives have a fitted effect of over 80% in size
#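 Quantitative HTS used 25 nM Mm-CPN and 10 uM ATP in magnesium/KCl Tris buffer, pH 7.4, with 1 mM DTT. Hydrolysis ran 30 min at 37°C; ADP was read by HTRF.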
# PI5P4Ka inh – PI5P4K alpha (human) kinase inhibition | 330,000 tested, 1.2% active | PI5P4Kalpha enzyme, ADP-Glo luminescence, 60 min; active compounds read low | AID 652105 | max response, %; active means max response of -50% or lower; inconclusive means between -30% and -50%; inactive means -30% or higher; further: value at the top dose of about 77 µM; on the % scale 0 is the no-effect control and ±100 the full control effect
#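 Quantitative HTS of the MLSMR library against PI5P4Kalpha with substrate. ATP added last at 5 microM final; room temperature, 60 minutes. Remaining ATP depleted, ADP converted and read as luminescence.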
# CCT modulator – cytosolic chaperonin activity modulation. purified chaperonin ATPase assay, HTRF ADP detection, 30 min. activity change, % (concentration not given with the values), hits read low. 360,000 tested, 0.3% active; in the data active means activity change below about -30%; further: on the % scale 0 is the no-effect control and ±100 the full control effect
#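 TRiC at 40 or 20 nM final (batch-dependent) in 30 mM Tris pH 7.4, 100 mM KCl, 5 mM MgCl2, 1 mM DTT, with compound at single 76 uM and 10 uM ATP, 30 min at 37 deg C. ADP detected by HTRF Transcreener, 665/615 ratio.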
# EPAC1 antag – antagonists of human EPAC1 | EPAC1 GEF assay, Rap1b-BODIPY-GDP exchange fluorescence | Potency, µM (titrated, usually from 115 µM), without a hit: at the highest dose activity change, negative = inhibition, most hits filed as inhibitors | AID 720709 | O95398 | 360,000 tested, 0.14% active;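 further: potency means the concentration at half of the fitted maximal effect; plate controls were vehicle for no effect and positive control for full effect; nearly all actives have a fitted effect of over 50% in size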
# Numbers without * were called inactive; ? = inconclusive; nt = no result given; [ ] = dose if it differs, or a comment. Unless noted, the call rests on the fitted dose curve; in most records, active means well fitted curve in the direction sought with a large enough effect; inconclusive means small, poorly fitted or top-dose-only effect, or another doubt; inactive means no such curve, though single readings can be large; an effect the other way counts as inactive or inconclusive. The list is partial; the hit share may differ from the screen's.
SMILES,PLK1 PBD block,EPAC2 antagonist,WRN inhibitor,EPAC1 agonist,MmCpn inh,PI5P4Ka inh,CCT modulator,EPAC1 antag
COC(=O)C1=C(C)N(c2ccc(Cl)cc2)/C(=C/c2ccc(O)cc2)C1=O,-16%,?,5%[57.1 µM],8%,-4%,1,0.4,-3%
C=CCNC(=O)CN1CCC(O)(c2ccccc2)CC1,-4%,-4%,-3%,2%,0%,nt,-4.1,2%
COc1cccc(C(=O)Nc2ncc3c(n2)CC(c2ccc(OC)cc2OC)CC3=O)c1 (stereo not given),0%,0%,-5%,4%,-4%,nt,-2.4,-1%
C/C=C\C(=O)Nc1cccc(C2=NOC3(C2)C[C@H](C(N)=O)N(C(=O)/C=C/CC)C3)c1 (stereo not given in full),7%,-10%,-7%,10%,1%,11,0.4,3%
COc1cccc(OC)c1C(=O)OCC(=O)NCCCc1ccccc1,-6%,-13%,-4%,13%,1%,-4,0.4,5%
CC(NC(=O)COC(=O)c1cc(=O)[nH]c2ccccc12)c1ccccc1 (stereo not given),-17%,-15%,-2%,13%,-1%,0,-0.1,-8%
C/C(=N\Nc1ccc([N+](=O)[O-])cc1)c1ccc(N)cc1,3%,-5%,11%,7%,0%,-7,0.8,12%
CCCN(C(=O)c1cc(Cl)nc2ccccc12)C1CCS(=O)(=O)C1 (stereo not given),-5%,1%,-2%,8%,0%,2,-9.4,1%
CNC[C@@H](C)NC[C@@H](Cc1ccccc1)NCCc1ccccc1,-15%,7%,2%,-18%,1%,-7,-1.8,-7%
Brc1ccc2nc3c(n2c1)CCCC3,-9%,6%,5%,-1%,-25%,4,0.3,8%
CCCCN(CCCC)S(=O)(=O)c1ccc(OC)c2ncccc12,-4%,-26%,5%[57.1 µM],-13%,3%,-2,-1.0,-6%
O=C1CC(C(=O)Nc2ccc(Cl)cc2)S/C(=N\N=C\c2ccco2)N1 (stereo not given),-4%,-2%,-7%,6%,-2%,-8,0.0,-21%
O=C(CSc1ccc(F)cc1)Nc1nnc(-c2ccco2)o1,-14%,-7%,-8%,6%,-2%,-1,-1.7,-20%
COc1cccc(/C=C/C(=O)NCc2ccc3c(c2)OCO3)c1,-8%,16%,10%,7%,3%,5,1.2,6%
COC(=O)[C@]12CCCCC=C1N(Cc1ccccc1)C(=O)[C@H](CC(=O)NCc1cccc3ccccc13)C2,-3%,-4%,-12%,11%,nt,4,2.1,-16%
CC(=O)Nc1ccc(S(=O)(=O)N2CCC(C(=O)c3ccc(Cl)cc3)CC2)cc1,-20%,-19%,-7%,11%,0%,0,-0.5,?
CSc1nc2ccc(Cl)cc2[nH]1,0%,-2%,0%,0%,1%,nt,-0.2,-15%
Cc1ccc(S(=O)(=O)N2CN(Cc3ccco3)c3nc4ccccc4nc32)cc1C,-13%,-1%,-10%,18%,-5%,-1,-3.5,5%
COC(=O)CCC(C)C1CCC2C3C(OC(C)=O)CC4CC(O)CCC4(C)C3CC(O)C12C (stereo not given),4%,10%,5%,-11%,nt,5,-1.5,8%
Cc1ccc(CCP(=O)(O)CN2CCOCC2)cn1,-11%,-4%,-2%,8%,-1%,nt,0.9,15%
CCCCNc1nc2ccccc2n1CC(=O)Nc1c(C)cccc1CC,-5%,10%,-8%,-17%,1%,2,1.0,-5%
CC(C)CN(C(=O)CCC(=O)OCC(=O)NCCc1ccccc1)c1c(N)n(CC(C)C)c(=O)[nH]c1=O,-7%,-1%,2%,-4%,-1%,6,0.1,4%
Cc1ccc(SCCNC(=S)Nc2ccc(C)c(C)c2)cc1,-8%,-9%,-7%,26%,2%,nt,-1.3,-9%
COc1ccc(NC(=O)Cn2nc(C(=O)O)c3ccccc3c2=O)cc1S(=O)(=O)N1CCCCC1,?,-4%,-6%,3%,-2%,1,0.2,-3%
CC(C)(C)SCCNC(=O)c1ccccc1,1%,-7%,-10%,4%,-3%,3,-18,-2%
# The listing continues.
SMILES,PLK1 PBD block,EPAC2 antagonist,WRN inhibitor,EPAC1 agonist,MmCpn inh,PI5P4Ka inh,CCT modulator,EPAC1 antag
COc1ccc(CCNC(=O)c2sc3ccccc3c2Cl)cc1OC,-9%,-2%,-34%[57.1 µM],10%,-3%,4,-2.3,-9%
O=C(NC1=C(NC2CCS(=O)(=O)C2)C(=O)c2ccccc2C1=O)c1ccccc1 (stereo not given),-25%,-7%,-5%[11.6 µM],1%,-5%,?,-0.3,-28%
Cc1ccc(CN(Cc2cc3cc(C)ccc3[nH]c2=O)C(=O)N2CCOCC2)cc1,-1%,-3%,-5%,3%,-1%,0,0.6,-4%
O=C(CN1C(=O)NC2(CCCC2)C1=O)N1CCN(S(=O)(=O)c2ccccc2Br)CC1,2%,2%,-6%,-1%,-4%,0,-1.9,-22%
COc1ccc(NC(=O)CCCC2CCCCC2)cc1S(=O)(=O)N1CCCCC1,-17%,-13%,-3%,3%,-1%,4,-0.6,-23%
Cc1ccc(-c2cccc(C3CC=CC4C3C(=O)N(Cc3ccccc3)C4c3ccc(C(F)(F)F)cc3)c2)cc1 (stereo not given),-22%,2%,0%,-14%,1%,4,0.0,-10%
COc1ccc(CCOC(=O)c2cccc(NC(C)=O)c2)cc1,2%,-1%,-2%,-24%,1%,1,-1.5,-10%
Cc1c(Cl)sn(-c2ccc(Cl)cc2)c1=O,2.7µM*,-4%,16µM*,-5%,2%,-73*,-19,0%
CCC(CC)C(=O)Nc1cccc(/C(C)=N/NC(=O)c2c(Br)cnn2C)c1,-2%,6%,5%,-4%,-2%,10,0.8,-8%
COc1ccc(CNCc2ccc3c(c2)OCO3)cc1Br,?,0%,-3%,2%,-1%,6,-15,9%
CN(C)CCCN(C(=O)c1cccs1)c1nc2cc3c(cc2s1)OCO3,-25%,1%,2%,14%,-6%,1,1.6,2%
O=C(CSc1nc(-c2ccc(F)cc2)cc(C(F)(F)F)n1)Nc1ccc2c(c1)OCO2,-10%,2%,-15%,-4%,2%,-5,1.4,3%
O=C(Nc1nc(=O)n(C(=O)C2CC2)s1)c1ccccc1,-5%,13%,-1%,-8%,-1%,?,-0.4,-10%
CC(C)(C)OC(=O)N[C@H](C(=O)OC(C)(C)C)c1ccc2c(c1)OCO2,-5%,-15%,2%,-16%,-1%,-8,1.0,-23%
COc1ccc(S(=O)(=O)Nc2cccc3c2O[C@H](CN(C)C(=O)Nc2ccc4c(c2)OCO4)[C@@H](C)CN([C@H](C)CO)C3=O)cc1,-14%,0%,-4%,0%,1%,-7,-2.2,-6%
Cc1ccc(S(=O)(=O)N(C)C[C@H]2Oc3cc(Br)ccc3S(=O)(=O)N([C@H](C)CO)C[C@@H]2C)cc1,2%,3%,-1%,-6%,nt,0,-0.1,16%
Cc1ccc(S(=O)(=O)N2CCN(C(=O)C3CCN(C(=O)c4ccc(F)cc4)CC3)CC2)c(C)c1,-16%,-10%,-3%,0%,-1%,7,0.5,-2%
COc1ccccc1N1CCN(c2ccc3c(c2)S(=O)(=O)c2cccc(C(=O)NCc4ccc(F)cc4)c2C3=O)CC1,-5%,-11%,-12%,6%,nt,-4,1.3,-8%
Cc1ccc(OCc2ccc(C(=O)Nc3cc(C)on3)o2)c([N+](=O)[O-])c1,-5%,6%,12%,-3%,?,-2,-14,37%[activator]
COc1ccc(S(=O)(=O)NCCc2cn3nc(C)c(C)nc3n2)cc1F,-17%,0%,1%[57.1 µM],13%,-5%,9,1.0,5%
CC1(C)CC(=O)c2sc(NC(=O)c3ccco3)nc2C1,-13%,20%,-3%,-11%,-2%,-8,-1.7,0%
COc1ccc(NC(=O)C(C)N2C(=O)C3CC=C(Cl)CC3C2=O)cc1 (stereo not given),-2%,11%,?,0%,2%,0,1.2,12%
CC(OC(=O)Cc1c[nH]c2ccccc12)C(=O)NC1(C#N)CCCCC1 (stereo not given),-2%,-1%,-6%,7%,2%,-6,0.8,-8%
CC(C)c1cccc(C(C)C)c1NC(=O)OC1CCCCC1,-1%,-20%,0%[57.1 µM],-4%,nt,5,-0.9,-5%
CN(C(=O)COC(=O)c1cc(S(=O)(=O)N2CCOCC2)ccc1F)C1CCS(=O)(=O)C1 (stereo not given),-5%,8%,9%,0%,-4%,7,0.2,-10%

# The final 3 compounds of the part before open the next one:
SMILES,PLK1 PBD block,EPAC2 antagonist,WRN inhibitor,EPAC1 agonist,MmCpn inh,PI5P4Ka inh,CCT modulator,EPAC1 antag
CC(OC(=O)Cc1c[nH]c2ccccc12)C(=O)NC1(C#N)CCCCC1 (stereo not given),-2%,-1%,-6%,7%,2%,-6,0.8,-8%
CC(C)c1cccc(C(C)C)c1NC(=O)OC1CCCCC1,-1%,-20%,0%[57.1 µM],-4%,nt,5,-0.9,-5%
CN(C(=O)COC(=O)c1cc(S(=O)(=O)N2CCOCC2)ccc1F)C1CCS(=O)(=O)C1 (stereo not given),-5%,8%,9%,0%,-4%,7,0.2,-10%
O=C(NC(=S)Nc1cccc2ncccc12)c1ccco1,-4%,3%,10%,-6%,-1%,-13,-11,9%
COc1ccc(Nc2oc(COc3ccccc3OC)nc2C#N)cc1,?,17%,-21%[57.1 µM],-3%,3%,6,-2.0,1%
CCOC(=O)COc1ccc2c3c(c(=O)oc2c1C)CCC3,-9%,-1%,4%,-1%,-1%,0,-1.7,12%
Cc1nonc1NC(=O)CSc1nnnn1-c1ccccc1,0%,13%,-6%,-4%,-1%,-7,-0.9,-2%
O=C(CN1CCN(C2CCCCC2)CC1)NCCC1=CCCCC1,-1%,11%,3%,0%,1%,nt,0.4,6%
Cc1nn(C)c(C)c1CN(C)C(=O)c1cnn2c1NC(c1ccccc1)CC2C(F)(F)F (stereo not given),-7%,-7%,1%,3%,-1%,nt,-0.7,-9%
Cc1nc2c3cc(F)ccc3n(Cc3ccccc3F)c2s1,?,?,-18%[57.1 µM],5%,3%,5,2.5,-18%
CS(=O)(=O)N1Cc2ccccc2CC1C(=O)OCC(=O)Nc1ccc2ccccc2c1 (stereo not given),-6%,-10%,-35%,9%,-6%,nt,1.9,-5%
Cc1ccc(NS(=O)(=O)c2ccc(C(=O)NNC(=O)c3ccccc3O)cc2)cc1,-2%,-4%,-28%,8%,-6%,7,-2.7,-8%
Cn1c(SCC(=O)c2c(N)n(C)c(=O)n(C)c2=O)nnc1-c1ccccc1F,-10%,13%,-3%,-9%,0%,0,-4.0,-8%
Cc1nnc2sc(SCC(=O)N3CCc4ccccc43)nn2c1=O,0%,6%,11%,-5%,nt,-7,0.7,11%
CN(Cc1cn(C)c2ccccc12)C(=S)Nc1cc(F)cc(F)c1,1%,17%,-7%,-5%,0%,10,0.8,-3%
